# TAAR1 antag = human TAAR1 antagonists, primary screen, Fluo-8 calcium fluorescence, CHO RD-HGA16 cells; antagonist; inhibition, % at 3 µM; hit rate 1.5% among 360,000;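 active = inhibition above a per-plate cutoff, the mean inhibition of test compounds on that plate plus 3 SD, cut at about 49% in these data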;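 also: 0% = DMSO plus EC80 beta-PEA response and 100% = DMSO alone without agonist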
# Target sequence (Q96RJ0 whole entry, looked up): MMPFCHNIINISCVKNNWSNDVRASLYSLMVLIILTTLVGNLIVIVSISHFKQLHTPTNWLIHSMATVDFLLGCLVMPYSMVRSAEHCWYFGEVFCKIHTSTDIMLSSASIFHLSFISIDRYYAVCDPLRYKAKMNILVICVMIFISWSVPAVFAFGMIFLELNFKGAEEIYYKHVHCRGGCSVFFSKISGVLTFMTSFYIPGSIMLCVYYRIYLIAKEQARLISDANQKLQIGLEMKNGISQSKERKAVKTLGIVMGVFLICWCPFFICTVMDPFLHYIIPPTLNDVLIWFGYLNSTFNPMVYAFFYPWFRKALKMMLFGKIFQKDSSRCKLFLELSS
#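 Test system: CHO RD-HGA16 cells bearing hTAAR1 | Reagent: β-PEA, EC80 | Compound dosing: 3 µM, single point | Schedule: Dye loading 75 min at 37 °C, then 30 min room temperature | Signal: Calcium fluorescence with Fluo-8 | Evaluation: Percent inhibition of PEA-evoked calcium signal, max/basal emission ratio | Control set: DMSO-only wells and EC80 β-PEA-stimulated wells | Repeats: Singlicate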
# V1aR counter = agonists of human V1a receptor, primary screen, counter-screen for OXTR agonist project, fluorescence, CHO-V1R cells; Vasopressin V1a receptor (Homo sapiens), P37288; Fluo-8 calcium fluorescence, agonist mode; 0% DMSO, 100% 3 nM vasopressin; activation, % at 3 µM; hit rate 0.25% among 320,000; AID 2797, 2010;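 active = activation above the mean activation of all tested compounds plus 3 SD, per screening run, cut at about 20% in these data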;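 also: signal is peak over basal fluorescence ratio across a 100 second FLIPR read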
# TAAR1 ag = human TAAR1 agonists, primary screen, Fluo-8 calcium fluorescence, CHO RD-HGA16 cells. Trace amine-associated receptor 1 (Homo sapiens), Q96RJ0. vehicle wells 0%, saturating PEA agonist 100%. activation, % at 3 µM. hit rate 0.99% among 360,000. AID 624467, 2012;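 active = activation above the mean activation of all test compounds in the run plus 3 SD, cut at about 38% in these data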
#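 System: CHO-derived RD-HGA16 cells with stable Gα16 and human TAAR1. Times: 17-24 h plating, Fluo-8 75 min 37 °C, 30 min RT. Measured by: calcium-sensitive Fluo-8 signal, excitation 470-495, emission 515-575 nm. Read-out basis: % activation relative to PEA EC100 response. Control set: DMSO and PEA EC100. Repeats: no replicates (n 1).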
# M1 ag parental = counter-screen for M1 agonists: effect in parental CHO-K1 cells | Fluo-8 calcium fluorescence; scaled to maximal ATP response, vehicle zero | activation, % at 3 µM | hit rate 0.48% among 360,000 | AID 602248, 2012; in the data active = activation above about 15%;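 also: untransfected CHO-K1 host cells lacking M1 receptor as counterscreen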
# M1 ag = human M1 muscarinic receptor agonists, primary screen, Fluo-8 calcium fluorescence, CHO-K1 cells, HTS; hit rate 0.33% among 360,000; activation, % at 3 µM; CHO-K1 hM1, agonist mode; 0% DMSO, 100% acetylcholine EC100; Muscarinic acetylcholine receptor M1 (Homo sapiens), P11229; AID 588814, 2011;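 active = activation above the run's mean compound activation plus 3 SD, cut at about 16% in these data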;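 also: peak over basal fluorescence ratio within a 140 s kinetic read after compound addition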
# CHO parental Ca = ATP-evoked calcium signal inhibitors, parental CHO, primary screen, counter-screen for OX1R antagonist project, cell-based, fluorescence, Fluo-8 calcium dye; parental CHO-K1, ATP-induced calcium, Fluo-8 fluorescence; inhibition, % at 5.6 µM; hit rate 0.63% among 330,000; AID 463079, 2010;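 active = inhibition above that plate's mean sample inhibition plus 3 SD, cut at about 26% in these data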;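 also: 0% = ATP-challenged DMSO wells and 100% = DMSO wells without ATP; some compounds past the cut are filed as inactive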
#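 Material – parental CHO cells · Reagent – ATP stimulus · Compound – single nominal dose of 5.6 µM per compound · Detection – Fluo-8 fluorescence · Read-out basis – percent inhibition of calcium signal · Controls – ATP-challenged DMSO wells low, unchallenged DMSO wells high · Repeats – no replicates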
# OXTR potentiate = human OXTR potentiators, primary screen, fluorescence, CHO-OTR cells, Fluo-8 calcium. Oxytocin receptor (Homo sapiens), P30559. Fluo-8 calcium fluorescence, potentiator mode; 0% = oxytocin EC15, 100% = EC100. hit rate 0.061% among 320,000. AID 2445, 2010. activation, % at 3 µM;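 active = activation above that plate's cutoff, the mean activation of tested compounds plus 3 SD, cut at about 6.6% in these data, passing the limit was not always enough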;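 also: 100% uses oxytocin at 75 nM as the full agonist control; some results filed as inactive read as strong as hits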
# Target sequence (P30559 whole entry, looked up): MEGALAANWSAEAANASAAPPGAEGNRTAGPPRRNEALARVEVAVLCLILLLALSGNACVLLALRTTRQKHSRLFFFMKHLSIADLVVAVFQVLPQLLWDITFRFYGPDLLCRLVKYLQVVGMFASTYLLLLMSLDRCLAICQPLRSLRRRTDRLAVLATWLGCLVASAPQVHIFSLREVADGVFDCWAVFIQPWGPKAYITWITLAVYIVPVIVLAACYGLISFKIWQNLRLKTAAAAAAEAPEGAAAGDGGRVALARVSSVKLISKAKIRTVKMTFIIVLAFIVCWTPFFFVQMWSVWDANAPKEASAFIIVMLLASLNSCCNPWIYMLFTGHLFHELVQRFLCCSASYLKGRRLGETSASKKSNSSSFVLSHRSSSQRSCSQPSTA
#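 System: human OTR in CHO cells / Also added: sub-maximal oxytocin, roughly EC15 / Control set: EC15 oxytocin low, 75 nM oxytocin high / Schedule: 6 min compound pre-incubation at room temperature, 100 s kinetic read / Compound: single-point 3.0 µM / Replication: singlicate / Technique: Fluo-8 calcium dye fluorescence / Read-out basis: % activation of max/min ratio relative to oxytocin controls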
# CHO-K1 Ca antag = M1 antagonist counterscreen hit in parental CHO-K1 cells | ATP-induced calcium, Fluo-8 fluorescence | AID 602250 | hit rate 0.6% among 360,000 | inhibition, % at 3 µM;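 active = inhibition above a per-plate cutoff, the plate's mean sample inhibition plus 3 SD, cut at about 24% in these data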;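 also: 0% = DMSO plus EC80 ATP and 100% = DMSO alone without ATP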
# M1 PAM parental = nonselective calcium activators in parental CHO-K1 cells, primary screen, counter-screen for M1 PAM project, cell-based, Fluo-8 calcium fluorescence, full deck, 1536-well; activation, % at 3 µM; ATP EC20; 0% at ATP EC20, 100% at ATP max; hit rate 0.02% among 360,000;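 active = activation above the run cutoff, the mean activation of all test compounds plus 3 SD, cut at about 40% in these data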;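 also: peak over basal fluorescence ratio in a 140 s read after ATP addition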
# * marks the source's active call; other numbers are inactive results; . = not tested or not shown; & = joins results of further samples.
SMILES,TAAR1 antag,V1aR counter,TAAR1 ag,M1 ag parental,M1 ag,CHO parental Ca,OXTR potentiate,CHO-K1 Ca antag,M1 PAM parental
Cc1ccc(CN2CC(N3CCN(CCO)CC3)CS2(=O)=O)cc1 (configuration not stated),-9,.,3,0.4,-7,.,.,6,2
Cc1cccc(-n2c(=O)c3c(C)c(C)sc3n(CC(N)=O)c2=O)c1,-3,-0.1,2,1.1,-4,-5,-1,-11,13
C=CCNC(=S)NCc1ccccc1,-12,0.8,0,1.2,-4,-4,-1,-8,6
O=C(CSc1nnc2c(Cl)cc(C(F)(F)F)cn12)N(Cc1ccccc1)Cc1ccccc1,0,0.2,-2,1.5,-10,-26,-8,-2,0
O=C(/C=C/c1ccc(F)cc1)NC(=S)N1CCN(Cc2ccccc2)CC1,-23,-1.1,4,0.7,-7,-20,0,8,-23
CC(C)(C)C(=O)NC1(C(F)(F)F)NC(=O)N(Cc2ccccc2)C1=O (configuration not stated),-38,-0.5,1,1.1,-1,-12,-4,-1,9
COc1ccc(Cn2cnc3c([N+](=O)[O-])c(C)c(C)cc32)cc1,-10,0.8,12,0.9,-5,-10,3,-10,22
CCOc1ccc(/C=C2\CCC(C3CCCC3)C2=O)cc1 (configuration not stated),-8,0.1,3,0.9,-2,-10,0,-7,1
COc1ccc(-n2c(Cc3ccccc3)nnc2SCc2ccc([N+](=O)[O-])cc2)cc1,1,-1.0,6,-0.5,-7,-13,-19,12,-8
COc1ccc(N(CC(=O)N2CCCCCC2)S(C)(=O)=O)cc1Cl,-10,0.3,1,0.5,-3,1,-15,-13,22
COCCN(C(=O)CC1CCCCC1)c1c(N)n(CC(C)C)c(=O)[nH]c1=O,9,-0.6,11,0.0,2,-3,-2,6,-12
Cc1nc2nc(C)c(CCC(=O)NCCCN3CCN(c4cccc(Cl)c4)CC3)c(C)n2n1,13&3,0.2&-0.1,2&6,0.8&0.5,-7&-14,-3&-17,-3&-6,-3&-8,9&12
CCc1c(C)nc(N2CCN(c3ccccc3)CC2)[nH]c1=O,-21,1.0,6,1.3,4,0,-4,-10,9
O=C(Nc1ccc(Br)cc1)c1cc(S(=O)(=O)Nc2ccccn2)ccc1Cl,1,5.1,-2,1.4,-2,-9,-9,-11,7
CC1Cc2ccccc2N1C(=O)COC(=O)C1=COCCO1 (configuration not stated),-25,0.2,6,-0.6,0,-13,-10,-7,1
CC(C)(Oc1ccc(Cl)cc1)C(=O)Nc1ccc2oc(-c3ccncc3)nc2c1,10,-1.1,0,0.0,-4,-7,-14,-7,8
CC/C(Cc1ccccc1)=N\NC(=O)c1cc(C)oc1C,12,0.2,1,-0.1,-5,-11,-6,-5,12
Cn1c(SCc2ccc(Br)cc2)nnc1-c1ccccn1,-12,-1.2,1,0.4,-3,-33,-4,-13,14
COc1ccc(CCNC(=O)c2[nH]c(C)c(C(C)=O)c2C)cc1OC,-2,1.2,3,0.4,-1,-10,1,0,7
CC(=O)c1ccc(N2CCN(CC(O)COC(c3ccccc3)c3ccccc3C)CC2)cc1 (configuration not stated),35,5.1,4,5.9,-10,-19,-9,-4,4
Cc1nnc2c(NC3CCCC3)nc3ccccc3n12,-2,0.7,-2,0.8,-8,-10,-1,-16,27
CCNC(=S)NNC(=O)c1nn(C)c(C)c1Cl,15,0.6,5,0.3,-5,-5,8,-11,7
CC(C)C(=O)N(c1ccc2oc(=O)sc2c1)S(=O)(=O)c1ccccc1,9,0.6,9,0.2,-1,11,-5,1,-11
Cc1ccc(NC(=O)C(=O)NCc2ccc(/C=N/NC(=O)c3c(C)nc4ccccn34)o2)cc1,-1,-0.5,-1,1.5,-9,-24,-7,-17,16
O=C(NC(=S)Nc1cccc(NC(=O)c2ccccc2)c1)c1cccc([N+](=O)[O-])c1,15,-0.4,1,0.0,-6,-3,-6,22,-12
CCOc1cc(/C=C2\CCn3c2nc2cc(Cl)ccc2c3=O)ccc1O,-14,-0.1,1,0.1,-4,0,-9,-5,-6
COCCN(C(=O)c1ccc(OC2CCN(S(=O)(=O)N(C)C)CC2)cc1)C(C)C,3,3.4,4,3.2,2,-8,-6,-3,6
N#CC1=C(N)N(c2ccccc2C#N)C2=C(C(=O)CCC2)C1c1ccsc1 (configuration not stated),6,0.0,7,1.3,-6,-11,-8,-10,13
Cc1cc(C)cc(N(CCC#N)C(=O)COC(=O)CNC(=O)c2sc3ccccc3c2Cl)c1,-45,-0.4,2,0.5,-2,-17,-13,2,-8
c1ccc2sc(-c3ccc4c(c3)OCO4)nc2c1,.,1.4,.,0.1,-5,-20,-7,1,10

# Arranged by length of the SMILES (low to high): four of the compounds above.
SMILES,TAAR1 antag,V1aR counter,TAAR1 ag,M1 ag parental,M1 ag,CHO parental Ca,OXTR potentiate,CHO-K1 Ca antag,M1 PAM parental
Cc1nnc2c(NC3CCCC3)nc3ccccc3n12,-2,0.7,-2,0.8,-8,-10,-1,-16,27
CCOc1cc(/C=C2\CCn3c2nc2cc(Cl)ccc2c3=O)ccc1O,-14,-0.1,1,0.1,-4,0,-9,-5,-6
N#CC1=C(N)N(c2ccccc2C#N)C2=C(C(=O)CCC2)C1c1ccsc1 (configuration not stated),6,0.0,7,1.3,-6,-11,-8,-10,13
Cc1ccc(NC(=O)C(=O)NCc2ccc(/C=N/NC(=O)c3c(C)nc4ccccn34)o2)cc1,-1,-0.5,-1,1.5,-9,-24,-7,-17,16

# More entries follow.
SMILES,TAAR1 antag,V1aR counter,TAAR1 ag,M1 ag parental,M1 ag,CHO parental Ca,OXTR potentiate,CHO-K1 Ca antag,M1 PAM parental
COc1ccccc1NC(=O)N1c2ccc(F)cc2CCC1C (configuration not stated),-10,0.1,15,-0.1,-2,7,-1,24*,-9
COC(=O)c1cccc(NC(=O)CCNC(=O)c2ccco2)c1,-5,0.7,-3,0.2,3,3,-10,-2,-2
O=C(CSc1ncn(-c2ccccc2)n1)Nc1ccc2c(c1)OCCO2,10,0.9,17,0.5,-5,-14,2,3,-10
NS(=O)(=O)c1ccc(N2CCOCC2)c(C(=O)NCc2ccc3c(c2)OCO3)c1,-20,.,1,0.9,-2,.,.,-5,8
CCOC(=O)N1CCN=C1SCc1ccc(C(F)(F)F)cc1,-25,-0.7,6,0.5,-2,1,4,-14,11
Cc1cc(C(=O)Nc2ccccc2C)n(-c2ccccc2)n1,-2,-0.3,1,0.6,-7,-12,-9,-9,18
Cc1csc(NC(=O)CSc2nnc(-c3cccs3)n2C)n1,15,2.0,5,0.8,-6,-7,0,-5,11
Cc1ccc(NS(=O)(=O)c2ccc(C)c(NC(=O)COc3ccc4ccccc4c3)c2)c(C)c1,-43,6.7,-1,0.7,-3,-8,-29,-1,4
COCCn1c(=S)[nH]c2cc(C(=O)N3CCC(C(N)=O)(N4CCCCC4)CC3)ccc2c1=O,-52,0.2,1,-0.1,-5,-9,1,-9,-1
COc1ccc(CNC(=O)CN(Cc2ccco2)C(=O)CNS(=O)(=O)c2ccccc2)cc1,4,0.4,-2,1.1,-2,-12,-1,-10,-12
CC(=O)c1ccc(S(=O)(=O)Nc2ccc(-n3cnnn3)cc2)cc1,8,-0.3,6,0.1,-1,1,-3,-4,-8
CCOC(=O)c1ccccc1NC(=O)c1c(N)n(C)c(=O)[nH]c1=O,-11,0.8,3,.,.,-8,-5,.,.
CCOc1ccc(-c2nonc2NC(=O)c2ccco2)cc1,-18,0.6,2,1.9,0,-7,0,1,14
C[C@H]1CN([C@@H](C)CO)C(=O)CCCn2nncc2CO[C@H]1CN(C)C(=O)c1ccc(N2CCN(C)CC2)cc1,3,.,2,0.4,-9,.,.,5,12
O=C(Oc1ccc2ccccc2c1Br)N1CCCCCC1,16,-1.2,17,-0.1,-1,33*,-1,0,11

# Single values from above:
# M1 ag result of CCOc1ccc(-c2nonc2NC(=O)c2ccco2)cc1 reads 0
# OXTR potentiate result of Cc1csc(NC(=O)CSc2nnc(-c3cccs3)n2C)n1 reads 0

# Next part.
SMILES,TAAR1 antag,V1aR counter,TAAR1 ag,M1 ag parental,M1 ag,CHO parental Ca,OXTR potentiate,CHO-K1 Ca antag,M1 PAM parental
Cc1nnc(NC(=O)c2ccc(-c3ccc([N+](=O)[O-])cc3)o2)s1,-29,0.7,2,0.0,-4,3,1,6,-15
CC1(C)CC(=O)C=C(c2cccc(O)c2)C1=O,4,0.7,4,0.6,-3,-6,3,-3,2
Cn1cccc1/C=N/NC(=O)c1ccc(OC(F)(F)C(F)F)cc1,11,1.5,0,1.6,-9,-19,-4,-11,18
CC(=O)Nc1ccc(OCC(O)CN2CCN(c3ccc(Cl)cc3)CC2)cc1 (configuration not stated),-10,3.9,9,1.3,-3,-11,-7,-6,13
C[C@H](NC(=O)C1(c2ccccc2)CCN(C(=O)[C@H]2CSCN2C(=O)OC(C)(C)C)CC1)C(=O)O,-15,0.0,3,-0.2,-2,6,-7,3,-16
CCN1C(=O)C(CC(=O)NCCc2ccccc2)N(NC(=O)c2ccc(Br)cc2)C1=S (configuration not stated),5,.,3,11,0,.,.,-1,7
COc1ccccc1NS(=O)(=O)c1cc(C(=O)NCCN2CCOCC2)ccc1Cl,5,0.0,9,1.2,-4,-8,3,-23,10
COc1ccc(C(=O)N2CCCC(c3cc(C(=O)Nc4ccccc4)no3)C2)cc1 (configuration not stated),-13,.,0,1.1,-4,.,.,9,-15

# From PubChem BioAssay
